Source: PubChem (Small Molecule Screening Facility, UW Madison)
SSB-PriA inh – inhibitors of Klebsiella pneumoniae PriA binding to SSB C-terminal tail; AlphaScreen SSBct-PriA binding, biotinylated peptide; inhibition, % at 33 µM; 430,000 tested, 0.6% active; in the data active = inhibition mostly above about 37%, no sharp cut-off; inactive = mostly below about 20%;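 also: plate controls were negative control peptide for no effect and reference peptide for full effect; strong numbers were not always called active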
Numbers without * were called inactive; & = joins results of further samples. A portion of the library (hit frequency here may not be typical).

`CC(C)S(=O)(=O)c1ccc(CC(=O)N2CCCSC[C@@H]2CN(C)C)cc1` gave SSB-PriA inh -14.
For Cc1ccc(C)c2sc(N(C[C@H]3CCCO3)C(=O)c3ccccc3Br)nc12 the results were SSB-PriA inh -16.
Screening O=C(Nc1ccsc1-c1nc(C2CC2)no1)c1cc(-c2cccs2)on1 returned SSB-PriA inh -12.
O=C(Nc1onc2c1CCCC2)c1ccc(S(=O)(=O)N2CCOCC2)cc1 was read as SSB-PriA inh -1&-11.
For COc1ccc(NC(=O)Cn2nc(NC(C)C)c(-c3nc(-c4ccc(Cl)cc4)no3)c2N)cc1 the results were SSB-PriA inh 0.
`O=C(Cc1ccsc1)NCc1ccc(C(=O)c2ccco2)s1` gave SSB-PriA inh -13.
Screening COCCc1noc(C2CCN(C(=O)c3ccc4c(c3)OCO4)CC2)n1 returned SSB-PriA inh -33.
`COc1ccc(C)cc1S(=O)(=O)N1CCCC(c2nnc(C)s2)C1` (stereo unspecified) gave SSB-PriA inh -11.
CCOC(=O)c1sc(NC(=O)CSc2nc3sc(C(C)=O)c(C)c3c(=O)[nH]2)nc1C was read as SSB-PriA inh -32&-20.
For Cc1ccc2nc(SCC(=O)N(c3ccccc3)C(C)C)[nH]c2c1 the results were SSB-PriA inh 8.
Screening COc1ccc(NC(=O)c2cccc(S(C)(=O)=O)c2)c2ccccc12 returned SSB-PriA inh 18.
`Cn1nc(CNC(=O)Nc2cccs2)cc1-c1ccncc1` gave SSB-PriA inh -15.
Screening O=C(Nc1nc(C(=O)N2CCN(Cc3ccc4c(c3)OCO4)CC2)co1)c1ccsc1 returned SSB-PriA inh 3.
`O=C(CN1CC(c2nc(-c3ccco3)no2)C1)Nc1ccc2c(c1)OCCO2` gave SSB-PriA inh -14.
`O=c1c(-c2nc(-c3ccncc3)no2)cccn1Cc1ccccc1C(F)(F)F` gave SSB-PriA inh 5.
`COc1cccc(NC(=O)CC(C)=NNC(=O)C2CCCCC2)c1` gave SSB-PriA inh -3.
Screening Cc1cc(CCNC(=O)CCC(=O)c2ccccc2)on1 returned SSB-PriA inh -21.
`O=S(=O)(c1ccc2c(c1)OCCO2)N1CCN(c2ncnc3c2nnn3Cc2ccccc2)CC1` gave SSB-PriA inh -7.
For COc1ccc(OC)c(NC(=O)N2CCN(c3cc(OC)nc(OC)n3)CC2)c1 the results were SSB-PriA inh -6.
For Cn1c(C2CC(=O)N(c3ccc(Br)cc3)C2)nc2ccccc21 (stereo unspecified) the results were SSB-PriA inh 1.
CSc1ccc(C(=O)Nc2sc3c(c2C(N)=O)CCN(C(C)=O)C3)cc1 was read as SSB-PriA inh 3.
Screening CCC(C(=O)N1CCN(c2ncnc3c2nnn3Cc2ccccc2)CC1)c1ccccc1 (stereo unspecified) returned SSB-PriA inh 8.
Cc1nnsc1C(=O)NCCCn1ccnc1-c1ccccc1 was read as SSB-PriA inh 1.
Cc1cc(-c2nnc(NC(=O)C3CCCCC3)o2)nn1C was read as SSB-PriA inh -5.
Screening COc1ccc(C2CCCCN(C(=O)C3CCCN(C(=O)OC(C)(C)C)C3)C2)cc1 (stereo unspecified) returned SSB-PriA inh -4.
O=c1[nH]nc(NN=Cc2ccccc2OC(F)F)c(=O)[nH]1 was read as SSB-PriA inh -9.
Screening COc1ccc(C=NNC(=O)c2cc[n+]([O-])cc2)cc1O returned SSB-PriA inh -1.
For COc1cc(C)c(C)cc1S(=O)(=O)NCC1CCN(c2nc3ccccc3o2)CC1 the results were SSB-PriA inh -4.
For COc1ccc(S(=O)(=O)N2CCN(c3ccc(-n4ccnc4)nn3)CC2)cc1F the results were SSB-PriA inh -9.
CCOC(=O)c1cccc(NC(=O)c2sccc2N(C)S(=O)(=O)c2ccc(C)cc2)c1 was read as SSB-PriA inh 5.
`Cc1ccc(N2CC(C(=O)NN=Cc3sccc3C)CC2=O)cc1` (stereo unspecified) gave SSB-PriA inh 7.
For O=C(Nc1ccc2c(c1)Cc1ccccc1-2)c1cnn2c1OCCC2 the results were SSB-PriA inh -2.
Screening COc1cc(C=NN(C)C2=NS(=O)(=O)c3ccccc32)cc(OC)c1OC returned SSB-PriA inh -10.
`CCCC(O)=C1C(=O)CCCC1=NCCCCCC(=O)O` gave SSB-PriA inh -14.
For COc1ccc(C(C)=NNc2nc(-c3ccccc3)cc(=O)[nH]2)cc1 the results were SSB-PriA inh 6.
`O=C(CCC(=O)Nc1ccccc1)NN=Cc1ccncc1` gave SSB-PriA inh -5.
CC(=O)c1ccc(OC[C@H](O)CSc2ccccn2)cc1 was read as SSB-PriA inh -4.
For COc1ccc(SCC(=O)Nc2nc3c(Cl)cccc3s2)cc1 the results were SSB-PriA inh 2.
For CSC[C@@](C)(O)CNS(=O)(=O)CC(C)C the results were SSB-PriA inh -4.
For Cc1cnc2n(c1=O)C(CC(=O)NCc1ccc(F)cc1)CS2 (stereo unspecified) the results were SSB-PriA inh -13.
For Cc1cc(C)cc(NC(=O)C[C@H](NCCOCCO)C(=O)O)c1 the results were SSB-PriA inh -4.
`Cc1ccc(NC(=O)C(=O)NCCCCN2CCOC(c3ccccc3)C2)cc1F` (stereo unspecified) gave SSB-PriA inh -9.
`Cc1cc(OCC(=O)NCCn2nc(-c3cccnc3)ccc2=O)ccc1Cl` gave SSB-PriA inh -8.
For COC(=O)NN=Cc1cn(CCOc2ccccc2OC)c2ccccc12 the results were SSB-PriA inh 14.
For NC(CN1CCCC1=O)=NOC(=O)c1ccc(Cl)cc1 the results were SSB-PriA inh -13.
For CCN(CC)c1ccc(/C=C(\C#N)c2nc3ccccc3s2)cc1 the results were SSB-PriA inh -21.
O=C(NCC#CCOc1cccc(C(F)(F)F)c1)c1cnccn1 was read as SSB-PriA inh -10.
Screening COc1cccc(-c2nc(Cn3c(=O)n(CC4CCCO4)c(=O)c4ccccc43)c(C)o2)c1OC (stereo unspecified) returned SSB-PriA inh 3.
For CSC(N)=NN=Cc1cc(Br)cc(Br)c1O the results were SSB-PriA inh -12.
`COc1ccc(-c2nnc3ccc(OCCNC(=O)c4cc(OC)cc(OC)c4)nn23)cc1` gave SSB-PriA inh -14.
Screening O=C(c1ccc(Cl)s1)N1CCSC(c2ccccc2)CC1 (stereo unspecified) returned SSB-PriA inh -7.
Cc1cc(F)ccc1S(=O)(=O)Nc1ccc2c(c1)N(C(=O)c1cccs1)CC2 was read as SSB-PriA inh -5&16.
CN(C)S(=O)(=O)c1ccc(C(=O)Nc2nnc(Cc3cccs3)o2)cc1 was read as SSB-PriA inh 74*.
For CC(C)(C)C(=O)Nc1cnc2ccnn2c1 the results were SSB-PriA inh -2.
O=C(CCCO)NN=Cc1ccccc1[N+](=O)[O-] was read as SSB-PriA inh -10.
Screening NC(Cc1nc(-c2ccc(Br)cc2)cs1)=NO returned SSB-PriA inh -12.
CC(C)CCN1C(=O)C(C)(C)COc2ccc(NS(=O)(=O)c3cccs3)cc21 was read as SSB-PriA inh 14.
CC(=O)c1ccc(S(=O)(=O)NCCNC(=O)c2ccc(NC(=O)C(C)C)cc2)cc1 was read as SSB-PriA inh -22&-9.
For CC(=O)N1CCc2ccc(NS(=O)(=O)c3ccccc3)cc2C1 the results were SSB-PriA inh 1.
Screening Cn1ccc(C(=O)Nc2nc(-c3cc4ccccc4oc3=O)cs2)n1 returned SSB-PriA inh -14.
`O=C(CSc1nnc(-c2ccccc2F)o1)Nc1ccc(OC(F)(F)F)cc1` gave SSB-PriA inh -10.
`CNC(=O)Cn1nnn(-c2ccc(NC(=O)C3CCN(S(C)(=O)=O)CC3)cc2)c1=O` gave SSB-PriA inh -5.
Screening COc1ccc(Br)c(C(=O)NCc2ccc(C(=O)c3cccs3)s2)c1 returned SSB-PriA inh 15.
For Cc1nnc(NN=Cc2ccc(-c3ccccc3F)o2)n1N the results were SSB-PriA inh 4.
CCn1nccc1C(=O)Nc1cccc2c1C(=O)NC2=O was read as SSB-PriA inh -1.
Screening O=C(NCc1ccc(Cl)cc1)NCC1(O)CCCC1 returned SSB-PriA inh -4.
Screening CSc1ccccc1C(=O)N(CCN(C)C)c1nc2ccc([N+](=O)[O-])cc2s1 returned SSB-PriA inh 29.
Cc1ccc(S(=O)(=O)Nc2ccccc2C(=O)Nc2ccc(-c3nc4ccccc4o3)cc2)cc1 was read as SSB-PriA inh -23.
Screening O=S(=O)(Oc1ccc2oc3ccccc3c2c1)c1ccc(F)cc1 returned SSB-PriA inh -4.
`COc1cc(S(=O)(=O)Nc2ccc3cn[nH]c3c2)ccc1Br` gave SSB-PriA inh -4.
`CC1(c2ccc(OC(F)F)cc2)NC(=O)N(N=Cc2c(O)ccc3ccccc23)C1=O` (stereo unspecified) gave SSB-PriA inh 11.
For CCOc1ccc(-c2cc(-c3nc(-c4ccc(OC)cc4OC)no3)[nH]n2)cc1 the results were SSB-PriA inh 21.
Screening CCOc1ccc(NC(=O)C(=O)NCCc2ccc(N(C)C)cc2)cc1 returned SSB-PriA inh 1.
Screening COc1cccc2sc(=NC(=O)C3CCCCN3S(=O)(=O)c3cccs3)n(C)c12 (stereo unspecified) returned SSB-PriA inh 1.
Screening CCN(CC)CCN(C(=O)c1ccnn1CC)c1nc2c(C)c(Cl)ccc2s1 returned SSB-PriA inh -8.
Cc1cc(C(=O)NCC(O)c2ccc3c(c2)CCO3)c(C)o1 (stereo unspecified) was read as SSB-PriA inh -14.
For CCCN(CCC)Cc1c(C(=O)NN=Cc2ccco2)nnn1-c1nonc1N the results were SSB-PriA inh -3.
COc1ccc(-c2cc(CNC(=O)c3cnccn3)no2)cc1OC was read as SSB-PriA inh -10.
Screening Cc1ccc(C=c2sc3n(c2=O)CN(c2cccc(Br)c2)CN=3)o1 returned SSB-PriA inh 25.
Screening Cc1ccc(CSc2ccc(NC(=O)C3CC3)nn2)cc1 returned SSB-PriA inh 0.

In the list so far, 11 contain fluorine:
`O=c1c(-c2nc(-c3ccncc3)no2)cccn1Cc1ccccc1C(F)(F)F` gave SSB-PriA inh 5.
O=c1[nH]nc(NN=Cc2ccccc2OC(F)F)c(=O)[nH]1 was read as SSB-PriA inh -9.
For COc1ccc(S(=O)(=O)N2CCN(c3ccc(-n4ccnc4)nn3)CC2)cc1F the results were SSB-PriA inh -9.
For Cc1cnc2n(c1=O)C(CC(=O)NCc1ccc(F)cc1)CS2 (stereo unspecified) the results were SSB-PriA inh -13.
`Cc1ccc(NC(=O)C(=O)NCCCCN2CCOC(c3ccccc3)C2)cc1F` (stereo unspecified) gave SSB-PriA inh -9.
O=C(NCC#CCOc1cccc(C(F)(F)F)c1)c1cnccn1 was read as SSB-PriA inh -10.
Cc1cc(F)ccc1S(=O)(=O)Nc1ccc2c(c1)N(C(=O)c1cccs1)CC2 was read as SSB-PriA inh -5&16.
`O=C(CSc1nnc(-c2ccccc2F)o1)Nc1ccc(OC(F)(F)F)cc1` gave SSB-PriA inh -10.
For Cc1nnc(NN=Cc2ccc(-c3ccccc3F)o2)n1N the results were SSB-PriA inh 4.
Screening O=S(=O)(Oc1ccc2oc3ccccc3c2c1)c1ccc(F)cc1 returned SSB-PriA inh -4.
`CC1(c2ccc(OC(F)F)cc2)NC(=O)N(N=Cc2c(O)ccc3ccccc23)C1=O` (stereo unspecified) gave SSB-PriA inh 11.

Additional results
Screening COc1ccc(C(=O)NN=CC(C)c2ccccc2)cc1OC (stereo unspecified) returned SSB-PriA inh -8.
For COc1cccc(C(=O)NN=c2oc3ccccc3cc2C(N)=O)c1 the results were SSB-PriA inh 1.
Screening Cc1cc(Br)ccc1NC(=O)N[C@H]1CC(=O)N(c2ccccc2)C1 returned SSB-PriA inh -13.
CN(C)S(=O)(=O)c1ccc(C(=O)N=c2sc3cc(S(C)(=O)=O)ccc3n2C)cc1 was read as SSB-PriA inh -6.
Screening Cc1c(C(O)=C2C(=O)C(=O)N(CCN(C)C)C2c2ccc(C(C)C)cc2)cnn1-c1ccccc1 (stereo unspecified) returned SSB-PriA inh -3.
For O=c1[nH]c2ccccc2c(=O)n1CCc1nc(-c2ccncc2)no1 the results were SSB-PriA inh -13&-8.
`Cc1ccc(S(=O)(=O)NC(=O)c2ccccc2)cc1` gave SSB-PriA inh -10.
For Cn1c(O)c(C=NN2CCOCC2)c(=O)[nH]c1=S the results were SSB-PriA inh -2.
For Cc1[nH]c(=O)[nH]c(=O)c1CCc1nnc(SCc2nc3ccccc3c(=O)[nH]2)o1 the results were SSB-PriA inh 6.
For O=C1CSC(=S)N1N=Cc1ccc2c(c1)OCCO2 the results were SSB-PriA inh -2.
For C[C@H](Oc1ccccc1)C(=O)N1CCc2nc(NC(=O)c3ccoc3)sc2C1 the results were SSB-PriA inh 0.
Cn1c(C2CCN(S(C)(=O)=O)CC2)nn(CC(=O)NCCc2ccccc2)c1=O was read as SSB-PriA inh -2.
Screening Cc1cc(S(=O)(=O)NCCCn2ccnc2)cc([N+](=O)[O-])c1C returned SSB-PriA inh 15.
Cc1ccc(N2CCn3c(SCC(=O)Nc4nnc(C)s4)nnc32)cc1 was read as SSB-PriA inh -11.
For COc1ccc2cc(C(=O)Nc3ccc4c(c3)N(C(=O)c3ccco3)CC4)[nH]c2c1 the results were SSB-PriA inh -2.
For Cn1c(=O)n(CCc2ccccc2)c(=O)c2ncccc21 the results were SSB-PriA inh -1.
Screening Cn1nc2cc(Br)ccc2c1C(=O)NC(c1cccnc1)C1CCOCC1 (stereo unspecified) returned SSB-PriA inh 7.
`Cn1nc(CNC(=O)c2cccnc2)cc1-c1ccco1` gave SSB-PriA inh -10.
For O=C(Nc1cnc(-n2ccnc2)nc1)c1ccc2c(c1)OCO2 the results were SSB-PriA inh -6.
For CC1CCN(Cc2nc3c(c(=O)n(C)c(=O)n3C)n2C(C)C)CC1 the results were SSB-PriA inh -10.
